VEEV TC-83 Vero: inhibitors of VEEV TC-83 cytopathic effect, confirmation, Vero cells (AID 588727). inhibition, % at 20 µM; hits with a dose series show IC50 in µM. Vero cells, VEEV TC-83 cytopathic effect inhibition; higher % means a stronger effect. 0.13% of 350,000 active; in the data active = a potency from the dose series; inconclusive = inhibition mostly from about 14% at the one dose, without a potency; inactive = the rest, 99 in 100 with inhibition below about 12%; also: strong numbers were not always called active
Salmonella PhoP GFP: Inhibition of PhoP regulon, Salmonella typhi GFP reporter cells, confirmation, 4 h (AID 1850). one-dose inhibition, % at 50 µM; IC50 in µM for titrated hits. 0.33% of 310,000 active. Salmonella Typhi PhoP-promoter GFP reporter, fluorescence, 4 h; higher % means a stronger effect; in the data active = a potency from the dose series; inconclusive = inhibition mostly from about 25% at the one dose, without a potency; inactive = the rest, 99 in 100 with inhibition below about 19%;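 also: 0% = induced wells with vehicle and 100% = uninduced wells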
H1N1 NS1A inhibition: H1N1 influenza NS1A inhibitors, functional cell based assay (AID 504329); NS1A functional cell-based assay, percent inhibition; higher % means a stronger effect; 0.3% of 340,000 active; inhibition, % at 12.5 µM, or IC50 in µM where a hit was titrated; in the data active = a potency from the dose series; inconclusive = inhibition above about 27% without an active follow-up result; also: strong numbers were not always called active
tuberculosis growth: growth inhibition of non-replicating M. tuberculosis (AID 488890). Mycobacterium tuberculosis non-replicating, growth inhibition; higher % means a stronger effect. inhibition, % at 25 µM, or IC50 in µM where a hit was titrated. 0.39% of 320,000 active; in the data active = a potency from the dose series; inconclusive = inhibition mostly from about 82% at the one dose, without a potency; inactive = the rest, 99 in 100 with inhibition below about 76%;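 also: plate controls were DMSO cells for no effect and high antibiotic wells for full effect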
M. tuberculosis HTS: M. tuberculosis growth inhibition, HTS (AID 449762) | M. tuberculosis H37Rv growth inhibition, 7H9 media; higher % means a stronger effect | one-dose inhibition, % at 25 µM; IC50 in µM for titrated hits | 0.59% of 330,000 active; in the data active = a potency from the dose series; inconclusive = inhibition above about 70% without an active follow-up result;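 also: bacterial growth assessed after seven days of incubation; strong numbers were not always called active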
VEEV TC-83 Vero 10K pilot screen: also measured in VEEV TC-83 Vero; calls as there; inhibition, %; measured here: 10K pilot screen inhibition
* hit, by the source's call; i = inactive; ? = inconclusive; · = not tested or not shown.

SMILES | VEEV TC-83 Vero | Salmonella PhoP GFP | H1N1 NS1A inhibition | tuberculosis growth | M. tuberculosis HTS | others
CN(C(=O)c1cccc(C#CC(C)(C)O)c1)C1CCCN(Cc2ccccc2F)C1 (stereo not drawn) | 0.3% | 10% | 24% | 9% | 3%
Cc1cccc(NC(=O)CCCN2C(=O)c3cccc4cccc(c34)C2=O)c1 | i | -17% | 0% | · | ·
CCCCN(C(=O)c1ccc(C#N)cc1)c1c(N)n(CCC)c(=O)[nH]c1=O | 1.7% | 7% | -8% | -10% | -1%
CN1CCC(=NNc2ccc(S(=O)(=O)N3CCOCC3)cc2[N+](=O)[O-])CC1 | 0.5% | -5% | -2% | -10% | -4%
N/C(=N\OC(=O)CC1CCCCC1)c1ccccc1 | i | -4% | -3% | ? | 7%
CS(=O)(=O)c1ccc2nc(NC(=O)CN3C(=O)NC4(CCCC4)C3=O)sc2c1 | 2.7% | -9% | -10% | -5% | -2%
CCOC(=O)c1cn(CC(=O)Nc2ccc3c(c2)OCCO3)nn1 | 1.3% | 9% | 1% | 2% | 13%
O=C(Cc1ccccc1F)Nc1nc(-c2cccnc2)cs1 | 8.1% | -22% | -7% | 9% | 8%
COc1ccc(C2CC(=O)n3c(nc4ccccc43)S2)cc1OC (stereo not drawn) | 4.3% | -5% | -4% | -1% | -3%
COC(=O)c1[nH]c2ccc(Cl)cc2c1NC(=O)c1ccccc1[N+](=O)[O-] | 0.9% | -9% | 2% | 22% | 1%
Cc1ccc(C)c(OCCCN2CCc3ccccc3C2)c1 | 0.2% | 0% | -4% | -6% | 1%
COCCNC(=O)C(c1cccs1)N(CCc1ccccc1)C(=O)Cn1nnc2ccccc21 (stereo not drawn) | i | 6% | 11% | -8% | -5%
O=C(CSc1nnc(-c2c[nH]c3ccccc23)n1-c1ccc(F)cc1)NCc1ccco1 | i | 4% | -6% | -7% | -9%
COc1ccc(-c2csc(Nc3cccnc3)n2)cc1OC | 8.0% | -3% | 8% | 0% | 4%
CCOC(=O)c1cc(CC)sc1NC(=O)COC(=O)C1CCC1 | 0.3% | -7% | -17% | 6% | -16%

Some of these compounds in order of length of the SMILES, ascending.
SMILES | VEEV TC-83 Vero | Salmonella PhoP GFP | H1N1 NS1A inhibition | tuberculosis growth | M. tuberculosis HTS | others
COc1ccc(-c2csc(Nc3cccnc3)n2)cc1OC | 8.0% | -3% | 8% | 0% | 4%
CN(C(=O)c1cccc(C#CC(C)(C)O)c1)C1CCCN(Cc2ccccc2F)C1 (stereo not drawn) | 0.3% | 10% | 24% | 9% | 3%
COCCNC(=O)C(c1cccs1)N(CCc1ccccc1)C(=O)Cn1nnc2ccccc21 (stereo not drawn) | i | 6% | 11% | -8% | -5%
COC(=O)c1[nH]c2ccc(Cl)cc2c1NC(=O)c1ccccc1[N+](=O)[O-] | 0.9% | -9% | 2% | 22% | 1%

Continued:
SMILES | VEEV TC-83 Vero | Salmonella PhoP GFP | H1N1 NS1A inhibition | tuberculosis growth | M. tuberculosis HTS | others
CC(OC(=O)c1ccc(S(=O)(=O)N(C)c2ccccc2)cc1)C(=O)NCCC1=CCCCC1 (stereo not drawn) | 2.4% | -7% | 3% | -8% | 0%
Clc1cccc(Cl)c1CON/C=N/c1ncnc2sccc12 | 1.1% | -8% | 0% | -4% | 2%
Cc1ccc(S(=O)(=O)N2[C@@H](c3ccc(C#N)cc3)C(C(=O)O)=C[C@H]2CC2CCCC2)cc1 | i | · | 14% | 20% | 9%
Cc1cc(C(=O)N2CCN(S(C)(=O)=O)CC2)cs1 | 3.2% | -4% | 20% | 1% | -6%
Cc1ccc(COc2ccsc2C(=O)NNC(N)=S)cc1 | i | 1% | · | -3% | 6%
CCCSCCCNC(=O)c1ccccc1NC(=O)C1=CSCCO1 | 0.3% | 0% | 9% | 4% | 4%
O=C1NN(c2ccc(Cl)cc2)C(=O)/C1=C\c1ccc(-c2cccc(C(=O)O)c2)o1 | 1.1% | · | 16% | · | ·
CC1Cc2ccccc2N1Cc1cc(=O)n2ccsc2n1 (stereo not drawn) | 0.6% | -8% | 5% | 7% | 1%
COc1ccnc(-n2cccc2/C=N/O)c1C#N | 1.1% | -5% | 6% | -9% | 1% | VEEV TC-83 Vero 10K pilot screen=0.4
COc1ccc(C(C(=O)NC(C)(C)C)N(Cc2cccs2)C(=O)CCC(=O)Nc2cc(C)on2)cc1 (stereo not drawn) | i | 7% | 8% | 21% | 0%
CC(=O)c1cccc(NC(=S)NC(=O)CC(C)C)c1 | 0.4% | 0% | 1% | 29% | -6%
COCCNc1nc2nonc2nc1N1C[C@H]2CC[C@H]1C2 | 0.4% | 3% | -10% | -8% | 7%
O=C(NCCCN1CCCC1=O)c1csc2ccccc12 | i | 8% | 3% | -1% | 2%
CCN(CC)c1nc2c(c(=O)n(C)c(=O)n2C)n1CCCc1ccccc1 | 2.2% | -3% | -3% | 28% | 1%
NC(=O)C(CCCCN1CCCCC1)(c1ccccc1)c1ccccc1 | 0.6% | · | -29% | · | ·

Molecules from the list above that have a furan ring, fused or not (two):
SMILES | VEEV TC-83 Vero | Salmonella PhoP GFP | H1N1 NS1A inhibition | tuberculosis growth | M. tuberculosis HTS | others
O=C(CSc1nnc(-c2c[nH]c3ccccc23)n1-c1ccc(F)cc1)NCc1ccco1 | i | 4% | -6% | -7% | -9%
O=C1NN(c2ccc(Cl)cc2)C(=O)/C1=C\c1ccc(-c2cccc(C(=O)O)c2)o1 | 1.1% | · | 16% | · | ·

Next results
SMILES | VEEV TC-83 Vero | Salmonella PhoP GFP | H1N1 NS1A inhibition | tuberculosis growth | M. tuberculosis HTS | others
CCC(CC)NC(=O)COC(=O)c1ccc(OCC(=O)Nc2ccccc2OC)c(OC)c1 | 1.4% | -6% | -3% | 5% | 9%
O=C(NC(=O)c1ccccc1)OCC1CCCN2CCCCC12 (stereo not drawn) | 1.0% | 25% | 24% | · | 6%
Cc1cc2ccccc2nc1-c1ccccc1F | i | · | 1% | · | ·
COc1ccc(NC(=O)c2nc[nH]c2C(=O)Nc2ccccc2C)cc1 | i | -1% | 19% | 13% | 60%
O=[N+]([O-])c1cc(C(F)(F)F)cc([N+](=O)[O-])c1NCCCNc1ccc([N+](=O)[O-])c2cccnc12 | i | -9% | 8% | 15% | 10%
Cc1ccc(-c2nc(P(=O)(c3ccccc3)c3ccccc3)c(N3CCOCC3)o2)cc1 | i | -5% | -9% | 60% | 8%
CCCn1c(NCc2ccco2)nc2c1c(=O)n(C)c(=O)n2C | 3.3% | 13% | -4% | 6% | 5%
COc1ccc(NC(=O)COC(=O)/C=C/C(=O)OCC(=O)Nc2ccc(OC)c(Cl)c2)cc1Cl | 7.3% | -2% | -10% | 47% | 48%
Cc1cccc(NC(=O)CCc2c(C)nn(-c3ccc(N4CCCCC4)nn3)c2C)c1 | 13% | 2% | -1% | 24% | 7%
COc1ccc(NC(=O)CC2Nc3cc(C)c(C)cc3NC2=O)c([N+](=O)[O-])c1 (stereo not drawn) | 0.2% | 3% | 13% | -6% | 3%
O=C(NCc1ccccn1)C1COc2ccccc2O1 (stereo not drawn) | 3.2% | -2% | 3% | 24% | -2% | VEEV TC-83 Vero 10K pilot screen=0.9
Cc1c(C)[n+](=O)c(C)c(C)n1[O-] | 0.2% | · | -2% | · | ·
CCCCCCCCNS(=O)(=O)CCNCCCC | 0.9% | · | -9% | · | ·
CCOc1nc(Nc2ccc(OC)c(Cl)c2)nc(OCC)n1 | 9.0% | 3% | -8% | 12% | -2%
Cc1ccccc1-n1ncc2c1CC(C)(C)CC2NC(=O)c1ccncc1 (stereo not drawn) | 2.4% | -5% | -12% | -3% | -8%
CCOc1ccc(Nc2nc(N(C)c3ccccc3)nc(N)c2[N+](=O)[O-])cc1 | 0.4% | -7% | 4% | -3% | -3%
COc1ccc2[nH]c(C(=O)NCCc3ccccc3)cc2c1 | ? | 1% | · | 3% | 0%
CCCCn1nc(NC(=O)c2cccs2)c2cc3cc(OC)ccc3nc21 | 6.7% | 6% | -43% | 23% | 68%
O=C(CN1CCN(S(=O)(=O)c2ccc(F)c(F)c2)CC1)Nc1ccccc1C(=O)NC1CC1 | 8.2% | · | -14% | -16% | -4%
O=C1N=C(C=c2ccc(=Cc3[nH]c(=O)[nH]c3O)cc2)C(=O)N1 | · | -30% | · | -9% | 4%
COc1cccc(CNC(=O)C(=O)NCCc2ccc(OC)c(OC)c2)c1 | 0.2% | -8% | -2% | -12% | 2%
Cc1ccccc1OCCC(=O)NNC(=O)COc1cccc(F)c1 | i | · | -9% | 0% | 6%
O=[N+]([O-])c1c(C(Cl)Cl)nn(-c2ccccc2)c1N1CCCC1 | i | -8% | 19% | 17% | -10%
CCN(CC(=O)NCc1cccs1)C(=O)c1ccc(S(=O)(=O)Nc2ccccc2OC)cc1 | 7.2% | · | -8% | · | ·
Cc1c(C(=O)NCC2CCCO2)oc2ccc(Br)cc12 (stereo not drawn) | 2.7% | 8% | -3% | 26% | 5%
Cn1c(=O)oc2cc(S(=O)(=O)N3CCC(C(=O)NCc4ccccc4Cl)CC3)ccc21 | i | 9% | -2% | -23% | 5%
COC(=O)Cn1cnc2scc(-c3ccc(C)c(C)c3)c2c1=O | 0.6% | -2% | 3% | 60% | 36%
Cc1ncoc1C(=O)N1CCCC(N2CCN(c3ccccc3F)CC2)C1 (stereo not drawn) | 0.6% | 1% | 4% | 0% | -2%
CC1(c2ccccc2)NC(=O)N(CC(=O)Nc2ccc(Cl)c(S(=O)(=O)N3CCCCC3)c2)C1=O (stereo not drawn) | 7.2% | -6% | 0% | 27% | -8%
Cc1cc(=O)oc2cc(NC(=O)C3CC(=O)N(Cc4ccccc4)C3)ccc12 (stereo not drawn) | 4.0% | 2% | 3% | -11% | 1%

Grouped by structure, those above with a cyano group (3)
SMILES | VEEV TC-83 Vero | Salmonella PhoP GFP | H1N1 NS1A inhibition | tuberculosis growth | M. tuberculosis HTS | others
CCCCN(C(=O)c1ccc(C#N)cc1)c1c(N)n(CCC)c(=O)[nH]c1=O | 1.7% | 7% | -8% | -10% | -1%
Cc1ccc(S(=O)(=O)N2[C@@H](c3ccc(C#N)cc3)C(C(=O)O)=C[C@H]2CC2CCCC2)cc1 | i | · | 14% | 20% | 9%
COc1ccnc(-n2cccc2/C=N/O)c1C#N | 1.1% | -5% | 6% | -9% | 1% | VEEV TC-83 Vero 10K pilot screen=0.4

Next part.
SMILES | VEEV TC-83 Vero | Salmonella PhoP GFP | H1N1 NS1A inhibition | tuberculosis growth | M. tuberculosis HTS | others
O=C(CSc1ncccn1)Nc1ccc(N2CCOCC2)cc1 | 1.1% | 2% | 6% | 1% | -9%
CCC(=O)Nc1ccc(C(=O)COC(=O)Cc2ccsc2)cc1 | 2.8% | · | 1% | 11% | 7%
Cn1cc(CN2CCC(CO)CC2)c(-c2ccc(Oc3ccccc3)cc2)n1 | 0.5% | 3% | 3% | 20% | 0%
CCCCCCCCCCOC(=O)C[N+](C)(C)C/C=C(/C)Cl | 0.3% | -4% | -8% | -32% | 0%
N#CCN1CCCC(C(N)=O)C1 (stereo not drawn) | 3.1% | 6% | 1% | 5% | -4%
CN1OC[C@@H]2CN(Cc3cc(Cl)cc(Cl)c3)[C@H](c3cccc(Oc4ccccc4)c3)C[C@@H]21 | i | · | -2% | · | ·
Nc1cc(C(F)(F)F)cc([N+](=O)[O-])c1N | 0.6% | 5% | -1% | 9% | 18%
CCC(C)N1CCN(C(=O)Cc2ccccc2)CC1 (stereo not drawn) | i | 14% | -1% | 1% | 4%
CS(=O)(=O)N1CCCC(C(=O)NCCc2ccc(Cl)cc2)C1 (stereo not drawn) | i | -11% | 3% | -2% | 2%
C1CCN(c2nc(N3CCCCC3)nc(N3CCNCC3)n2)CC1 | i | 8% | -12% | 49% | -6%
Cc1cc2occ(CC(=O)N(C)CC(=O)Nc3ccccc3Cl)c2cc1C | 6.5% | 1% | -8% | 8% | 0%
N#Cc1ccccc1CSc1ncccc1C(=O)O | i | 3% | 9% | 5% | 12%
COc1cc(NC(=S)NC(C)=O)ccc1NC(=O)C(C)C | 3.8% | -6% | 3% | 8% | -3%
COC(=O)[C@H](Cc1c[nH]c2ccccc12)NC(=O)CCCc1c[nH]c2ccccc12 | 0.8% | 2% | 1% | 3% | 3%
O=C(O)CCC(=O)N1CCN(c2ncccn2)CC1 | 2.8% | 1% | -1% | -4% | 0%

Source: PubChem (Southern Research Specialized Biocontainment Screening Center)
